CHO-K1 Ca antag – counter-screen for M1 antagonists: effect in parental CHO-K1 cells. ATP-induced calcium, Fluo-8 fluorescence. inhibition, % at 3 µM. actives 0.6% (n = 360,000). AID 602250;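 active means inhibition above a per-plate cutoff, the plate's mean sample inhibition plus 3 SD, cut at about 24% in these data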;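 further: 0% = DMSO plus EC80 ATP and 100% = DMSO alone without ATP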
TAAR1 agonist – human TAAR1 agonism. Q96RJ0. CHO RD-HGA16 TAAR1, Fluo-8 calcium fluorescence; vehicle wells 0%, saturating PEA agonist 100%. activation, % at 3 µM. actives 0.99% (n = 360,000). AID 624467;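 active means activation above the mean activation of all test compounds in the run plus 3 SD, cut at about 38% in these data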
Target sequence (Q96RJ0 whole entry, looked up): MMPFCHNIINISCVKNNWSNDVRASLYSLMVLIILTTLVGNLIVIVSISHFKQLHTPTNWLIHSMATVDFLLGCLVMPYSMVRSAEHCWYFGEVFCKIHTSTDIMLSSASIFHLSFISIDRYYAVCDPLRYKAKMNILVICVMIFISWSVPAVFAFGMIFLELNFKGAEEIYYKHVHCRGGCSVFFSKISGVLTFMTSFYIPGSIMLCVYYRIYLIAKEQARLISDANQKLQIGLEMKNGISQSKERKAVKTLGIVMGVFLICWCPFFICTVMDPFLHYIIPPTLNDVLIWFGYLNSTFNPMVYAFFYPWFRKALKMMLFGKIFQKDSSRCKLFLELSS
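Test system: RD-HGA16 (CHO) cells co-expressing Gα16 and hTAAR1; dosing: one-point dosing at 3 µM (nominal); timing: 17-24 h seeding, 75 min 37 °C dye, 30 min RT; signal: kinetic Fluo-8 calcium fluorescence; read-out basis: % activation relative to PEA EC100 response; controls: DMSO and PEA EC100; replicates: n 1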
M1 ag parental – M1 agonist counterscreen hit in parental CHO-K1 cells | Fluo-8 calcium fluorescence; scaled to maximal ATP response, vehicle zero | activation, % at 3 µM | actives 0.48% (n = 360,000) | AID 602248; in the data active means activation above about 15%;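 further: untransfected CHO-K1 host cells lacking M1 receptor as counterscreen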
OXTR potentiate – human OXTR potentiation; actives 0.061% (n = 320,000); CHO-OTR cells, Fluo-8 calcium fluorescence, potentiator mode; 0% = oxytocin EC15, 100% = EC100; activation, % at 3 µM; P30559;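 active means activation above that plate's cutoff, the mean activation of tested compounds plus 3 SD, cut at about 6.6% in these data, passing the limit was not always enough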;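 further: 100% uses oxytocin at 75 nM as the full agonist control; some results filed as inactive read as strong as hits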
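Material: human OTR in CHO cells. Compound: 3.0 µM, one dose. Timing: compound 6 min at room temperature before oxytocin, 100 s read. Evaluation: % activation of max/min ratio relative to oxytocin controls. Replication: single well per compound, singlicate. Signal: Fluo-8 calcium dye fluorescence.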
CHO parental Ca – counter-screen: ATP calcium response change in parental CHO cells; parental CHO-K1, ATP-induced calcium, Fluo-8 fluorescence; inhibition, % at 5.6 µM; actives 0.63% (n = 330,000); AID 463079;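 active means inhibition above that plate's mean sample inhibition plus 3 SD, cut at about 26% in these data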;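 further: 0% = ATP-challenged DMSO wells and 100% = DMSO wells without ATP; some compounds past the cut are filed as inactive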
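Assay system: parental CHO cells; Read-out basis: percent inhibition of ATP-evoked calcium rise, normalized to controls; Benchmarks: ATP and no-ATP DMSO wells; Compound dosing: single nominal dose of 5.6 µM per compound; Signal: Fluo-8 calcium dye fluorescence; Also added: ATP as calcium-mobilizing challenge; Repeats: singlicate.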
M1 PAM parental – M1 PAM counterscreen hit in parental CHO-K1 cells; ATP EC20, Fluo-8 calcium fluorescence; 0% at ATP EC20, 100% at ATP max; actives 0.02% (n = 360,000); AID 602247; activation, % at 3 µM;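 active means activation above the run cutoff, the mean activation of all test compounds plus 3 SD, cut at about 40% in these data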;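 further: peak over basal fluorescence ratio in a 140 s read after ATP addition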
TAAR1 antagonist – antagonists of human TAAR1 | actives 1.5% (n = 360,000) | inhibition, % at 3 µM | CHO RD-HGA16 TAAR1, Fluo-8 calcium fluorescence, antagonist | AID 624466;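 active means inhibition above a per-plate cutoff, the mean inhibition of test compounds on that plate plus 3 SD, cut at about 49% in these data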;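 further: 0% = DMSO plus EC80 beta-PEA response and 100% = DMSO alone without agonist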
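Assay system: RD-HGA16 CHO cells with stable hTAAR1 and Gα16 / Reagent: EC80 β-phenethylamine stimulus / Doses: 3 µM, single point / Timing: dye loading 75 min at 37 °C, then 30 min room temperature / Measured by: Fluo-8 intracellular calcium dye fluorescence, real-time kinetic reads / Controls: vehicle wells and EC80 agonist wells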
M1 ag – agonists of human M1 muscarinic receptor; P11229; AID 588814; actives 0.33% (n = 360,000); CHO-K1 hM1, Fluo-8 calcium fluorescence, agonist mode; 0% DMSO, 100% acetylcholine EC100; activation, % at 3 µM;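 active means activation above the run's mean compound activation plus 3 SD, cut at about 16% in these data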;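 further: peak over basal fluorescence ratio within a 140 s kinetic read after compound addition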
Target sequence (P11229 whole entry, looked up): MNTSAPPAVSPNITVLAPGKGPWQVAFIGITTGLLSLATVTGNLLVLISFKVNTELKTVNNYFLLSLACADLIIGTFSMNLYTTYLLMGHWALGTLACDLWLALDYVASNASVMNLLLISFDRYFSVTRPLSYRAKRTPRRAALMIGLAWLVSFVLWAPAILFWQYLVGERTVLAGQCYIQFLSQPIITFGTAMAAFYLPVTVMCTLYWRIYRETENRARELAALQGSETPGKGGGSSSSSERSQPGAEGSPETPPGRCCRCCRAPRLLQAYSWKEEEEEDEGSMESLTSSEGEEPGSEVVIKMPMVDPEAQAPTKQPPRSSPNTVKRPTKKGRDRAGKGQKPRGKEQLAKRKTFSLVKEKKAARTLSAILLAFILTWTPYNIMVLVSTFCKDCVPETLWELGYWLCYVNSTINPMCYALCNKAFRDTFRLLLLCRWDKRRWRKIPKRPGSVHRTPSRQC
CHRM1 antagonist – antagonists of human M1 muscarinic receptor. actives 1.3% (n = 360,000). CHO-K1 hM1, Fluo-8 calcium fluorescence, ACh EC80 antagonist. inhibition, % at 3 µM. P11229;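 active means percent inhibition above its own plate's cutoff, namely the mean of that plate's compound wells plus 3 SD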;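 further: peak over basal fluorescence ratio during 140 s after agonist addition; 0% = ACh EC80 plus DMSO and 100% = DMSO alone without agonist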
* = called active by the depositor; · = no result given.

molecule | CHO parental Ca | M1 PAM parental | CHRM1 antagonist | M1 ag | OXTR potentiate | M1 ag parental | TAAR1 agonist | CHO-K1 Ca antag | TAAR1 antagonist
COC(=O)C1(C)NC(c2cccc(C)c2)C2C(=O)N(c3ccccc3)C(=O)C21 (stereo not given) | · | 18.4 | -8.7 | -1.9 | · | 0.6 | 3.4 | -12.8 | -3.8
CCCc1c(-c2ccc(Cl)cc2)ncn1Cc1ccccc1OC | · | 8.8 | · | · | · | 15.6* | 3.7 | 2.6 | -1.7
CN(C)c1oc(-c2ccco2)nc1S(=O)(=O)c1ccc(Br)cc1 | -9.4 | -5.4 | -11.7 | -1.1 | -2.4 | 0.0 | -0.7 | -6.6 | 12.0
O=C(Cc1cccs1)Nc1cccc(C(=O)Nc2ccco2)c1 | -5.3 | 16.2 | -3.7 | -2.4 | -6.2 | 1.3 | 6.6 | 0.7 | -15.5
NC1=NC2OC(CO)C(O)C2O1 (stereo not given) | · | 6.6 | -2.1 | -2.2 | · | -0.1 | 3.3 | -8.5 | -19.6
O=C(NNC(=O)c1ccccc1Br)c1cccs1 | -2.6 | 19.8 | -14.8 | -2.2 | -1.9 | 0.3 | -0.1 | 8.8 | -4.9
COc1ccc(Cc2nnc(SCc3c(C)noc3C)n2C2CCCCC2)cc1OC | -15.1 | 15.1 | -31.4 | 1.0 | -8.4 | 0.3 | -1.1 | -1.0 | 20.3
O=C1CCC(OCc2ccccc2)CCN1CC[C@@H](Sc1ccccc1)c1ccccc1 (stereo not given in full) | · | 14.0 | · | · | · | 2.6 | 4.2 | -20.8 | 16.0
Nc1nnc(-c2ccco2)s1 | 4.7 | 12.1 | 8.8 | -3.5 | 3.4 | 0.5 | 5.2 | -15.9 | -3.3
Cc1ccccc1NC(=O)C1CCN(c2cnccn2)CC1 | -8.2 | 25.6 | -6.6 | -5.6 | 2.0 | 1.2 | 1.0 | -1.4 | 11.6
Cc1cc(=O)oc(C)c1C(=O)Nc1ccc(N(C)C)cc1 | -8.1 | 13.3 | -12.6 | -3.0 | -1.1 | 0.0 | -0.1 | -5.5 | -21.9
Cc1ccc2cc(CN(CC3CCCO3)S(=O)(=O)c3ccc4c(c3)OCCO4)c(=O)[nH]c2c1C (stereo not given) | -11.1 | 17.0 | -4.8 | -2.9 | -3.2 | 1.9 | 9.4 | -18.1 | 2.8
O=P(COCCOCP(=O)(c1ccccc1)c1ccccc1)(c1ccccc1)c1ccccc1 | -5.0 | -4.4 | 2.9 | -0.3 | 4.0 | 0.3 | 2.5 | 19.3 | -20.6
CN(Cc1cccs1)C(=O)CN1C(=O)c2ccccc2S1(=O)=O | -11.5 | 2.5 | -6.2 | -1.9 | -0.8 | 0.9 | -1.5 | -3.7 | 2.8
COc1cc(OC)cc(C(=O)NC(=S)Nc2ccc(NC(=O)c3ccco3)cc2)c1 | -14.6 | -8.0 | -1.9 | -3.8 | -2.4 | -0.4 | 1.0 | 4.5 | -8.1
CN(C)S(=O)(=O)c1cccc(-c2nnc(-c3ccccc3)o2)c1 | -10.2 | 19.8 | -0.5 | -4.6 | -8.8 | 3.2 | · | -8.8 | ·
O=C1C(=O)c2cccnc2-c2ncccc21 | · | 1.8 | 20.6 | 5.5 | · | 1.8 | 21.7 | 2.5 | 3.7
O=C1c2ccccc2NC(c2ccc(-c3cccc([N+](=O)[O-])c3)o2)N1O (stereo not given) | -7.4 | 14.8 | 4.2 | 0.5 | -4.7 | 0.5 | 3.0 | -1.4 | 3.0
COc1cccc(C(=O)OCC(=O)NCCc2ccccc2)c1OC | -5.0 | -1.4 | -4.9 | -4.1 | -5.5 | 1.0 | 3.9 | 0.5 | -22.2
Cc1cc(C(=O)Nc2ccccc2N2CCOCC2)no1 | -11.0 | -8.1 | -8.0 | -2.6 | -3.9 | 0.3 | 5.0 | -11.5 | -18.7
Cc1oc(-c2cccc3ccccc23)nc1CN1CCN(c2ncnc3ccccc23)CC1 | 12.4 | 11.0 | 6.8 | -9.5 | -14.2 | 23.0* | 11.2 | -1.6 | 57.5*
COc1ccc(C(=O)NCCc2nnc3ccc(SCC(=O)NCc4ccccc4)nn23)cc1 | -18.4 | -19.4 | -8.9 | 0.9 | -7.8 | -0.2 | 2.2 | 11.4 | -3.2
COc1ccc(OC)c(C2C(C(=O)c3sc(C)nc3C)=C(O)C(=O)N2CCN2CCOCC2)c1 (stereo not given) | -4.0 | 12.7 | -3.6 | -3.1 | -5.1 | 0.3 | 5.5 | -11.6 | 8.0
Cc1ccc(C(=O)N2CCCC(CCC(=O)NCc3ccccc3F)C2)cn1 (stereo not given) | -4.0 | -13.6 | -0.4 | -2.3 | -4.9 | -0.1 | 1.6 | 0.1 | -23.8

Next section; it opens with the 2 that closed the last part.
molecule | CHO parental Ca | M1 PAM parental | CHRM1 antagonist | M1 ag | OXTR potentiate | M1 ag parental | TAAR1 agonist | CHO-K1 Ca antag | TAAR1 antagonist
COc1ccc(OC)c(C2C(C(=O)c3sc(C)nc3C)=C(O)C(=O)N2CCN2CCOCC2)c1 (stereo not given) | -4.0 | 12.7 | -3.6 | -3.1 | -5.1 | 0.3 | 5.5 | -11.6 | 8.0
Cc1ccc(C(=O)N2CCCC(CCC(=O)NCc3ccccc3F)C2)cn1 (stereo not given) | -4.0 | -13.6 | -0.4 | -2.3 | -4.9 | -0.1 | 1.6 | 0.1 | -23.8
CC(=O)Oc1ccc(-c2csc(Nc3ccccn3)n2)cc1 | · | 21.6 | -4.5 | -1.5 | · | 1.2 | 6.8 | -2.5 | -22.7
CCOC(=O)C(Cc1c[nH]c2ccccc12)NC(=O)CNC(C)=O (stereo not given) | 3.1 | 18.8 | 5.8 | 3.3 | -0.8 | 0.9 | 5.2 | -11.4 | 0.1
Cn1c(=O)c2c(nc(N3CCC(C(N)=O)CC3)n2CCSc2nc3ccccc3s2)n(C)c1=O | -16.3 | 22.7 | -11.9 | -5.0 | -6.4 | 1.9 | 0.4 | -12.3 | -4.4
Cc1cc(C(=O)Nc2ccccc2C(=O)O)ccc1NC(=O)COc1ccccc1Cl | -5.1 | 1.2 | -24.9 | 0.0 | 2.3 | 0.3 | -1.1 | 11.4 | -61.8
Cc1ccc(S(=O)(=O)Nc2c(C)[nH]c(=O)[nH]c2=O)cc1C | -2.8 | -13.1 | 21.0 | -2.2 | 3.3 | -0.5 | 5.0 | 21.0 | -5.2
COc1cc(-c2nc(-c3cccc(C(F)(F)F)c3)no2)cc(OC)c1OC | -16.8 | 15.4 | -6.9 | -5.5 | -3.5 | 0.5 | 5.5 | -7.8 | 1.3
Cc1ccc2oc(-c3ccc(C)c(NC(=O)Cc4cccs4)c3)nc2c1 | -18.8 | -7.0 | -0.4 | -1.8 | -0.8 | -0.4 | 13.2 | 12.3 | 3.6
NC(=O)NC(CC(=O)NCc1ccc2c(c1)OCO2)c1ccccc1Cl (stereo not given) | -14.2 | -26.2 | 23.3 | -0.7 | -3.5 | 0.3 | 0.6 | -6.9 | 5.9
O=C(NCC1CCCO1)C1CCN(c2ccc(S(=O)(=O)N3CCCC3)cc2)CC1 (stereo not given) | -0.9 | 0.1 | 4.7 | -7.5 | -3.3 | 1.0 | 8.6 | -9.2 | 3.0
CC(=O)c1ccc(NC(=O)c2noc(C)c2[N+](=O)[O-])cc1 | 4.6 | 4.2 | 3.1 | -2.4 | -3.6 | 0.1 | 5.0 | 3.2 | -32.6
CCOC(=O)C1=C(C)N(Cc2ccccc2)C(=O)NC1c1ccc(OC)cc1 (stereo not given) | -18.0 | 15.3 | -4.2 | -2.5 | -16.8 | 0.7 | 7.9 | -7.3 | 10.2
COc1ccc(C(CNC(=O)COc2ccc([N+](=O)[O-])cc2)N2CCCCC2)cc1 (stereo not given) | -20.6 | -1.1 | -2.4 | -5.3 | -8.0 | 0.1 | 0.3 | -10.5 | -44.5
CCCCn1c(-c2ccc(OC)cc2)nc2c(=O)n(C)c(=O)[nH]c21 | -7.5 | 3.9 | -12.7 | -2.7 | -8.8 | 4.2 | 1.4 | -3.6 | -5.2
CC(NS(=O)(=O)c1ccccc1)C(c1cccs1)N1CCN(C)CC1 (stereo not given) | -10.6 | -0.1 | 1.9 | -10.8 | 0.5 | -0.3 | 2.2 | -7.3 | -3.1
Clc1ccc(-c2ccc(C=Nc3ccc(N4CCOCC4)cc3)o2)c(Cl)c1 | -13.4 | 11.5 | -6.4 | -9.0 | -2.0 | 0.2 | 30.3 | 0.9 | -24.8
O=C1CCC(=O)N1OCCCOc1ccc(Br)cc1Cl | · | 24.9 | -13.3 | -4.2 | · | 3.2 | 4.4 | -9.9 | 0.8
COc1ccc(OC)c(S(=O)(=O)NC(C)(C)C)c1 | -3.9 | -2.4 | 1.8 | -6.0 | 6.0 | 0.5 | 1.2 | 8.1 | -16.8
Cn1c(N)c(C(=O)COC(=O)Cc2ccc(Cl)cc2)c(=O)n(C)c1=O | · | 18.1 | -19.3 | -1.1 | · | 2.9 | 4.3 | -6.7 | -5.2
COc1cccc(C(=O)CN(C(=O)c2ccc(Cl)cc2Cl)N2C(=O)c3ccccc3C2=O)c1 | -17.4 | 11.3 | 2.4 | -5.3 | -11.9 | 0.1 | 0.0 | 2.5 | -15.8
COc1ccc(OCC(=O)C2CC2)c(C#N)c1 | -5.5 | -13.4 | -6.4 | -1.7 | -6.6 | 0.1 | 0.1 | 5.2 | -2.9
COC(=O)c1[nH]c2cc(OC)c(OC)cc2c1NC(=O)CN1C[C@H]2C[C@@H](C1)c1cccc(=O)n1C2 | -7.2 | -0.1 | -9.1 | -4.0 | -2.1 | 0.3 | -0.1 | -16.3 | -18.4
C=CCn1c2ccccc2c2nnc(SCCN3CCCCC3)nc21 | -15.4 | 17.9 | 53.3* | -10.2 | 2.5 | 0.3 | 3.7 | -19.4 | -17.0
O=C(CN1CCC(c2nc3ccccc3s2)CC1)N1CCCCC1 | -20.0 | 18.2 | -7.7 | -4.5 | -15.5 | 2.6 | -0.2 | -19.6 | 9.2
CCOC(=O)c1cc(S(=O)(=O)N2CCN(c3ccccc3OC)CC2)cn1C | -7.0 | -19.1 | 15.5 | 2.9 | -11.1 | 8.0 | -0.4 | -4.0 | -18.4

High-throughput results (PubChem BioAssay)
